Compound activity from PubChem.
HMGR II inh = blocks class II HMG-CoA reductase of Enterococcus faecalis; purified E. faecalis HMGR, NADPH absorbance 340 nm kinetic; inhibition, % at 10 µM; hit rate 0.41% among 190,000; AID 1066;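 active = inhibition above a set limit, the median over all tested compounds plus 3 SD, cut at about 9.5% in these data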;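 note: enzyme runs in reverse so mevalonate oxidation gives rising NADPH absorbance; 0% = complete reaction with DMSO and 100% = background rate lacking mevalonate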
G6PDH CS = L. mesenteroides G6PDH inhibition counter-screen. Purified L. mesenteroides G6PDH, diaphorase/resazurin coupled fluorescence, 45 min. hit rate 0.12% among 200,000. inhibition, % at 5 µM; in the data active = inhibition above about 50%
STAT1 activator = STAT1 signaling activation; activation (% of control), % at 5.5 µM; NIH 3T3 STAT1-luciferase reporter, IFN-gamma, luminescence; 100% = IFN-gamma alone, no compound; hit rate 2.6% among 200,000; AID 932;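 active = activation above the screen-wide mean activation plus 3 SD, cut at about 130% in these data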;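 note: raw ratio to IFN-gamma control signal so 100% means no change and 0% no light; values of inactives mirror those of a sister screen read the other way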
Redox H2O2 prof = compounds producing H2O2 with reducing agent – biochemical, NIH compound library profiling, artefact control for MLSCN library redox annotation, primary screen | DTT-dependent redox cycling H2O2, phenol red/HRP absorbance; 100% = 100 µM peroxide control, 0% = buffer | activation, % at 10 µM | hit rate 0.03% among 200,000 | AID 878;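 active = activation of at least 50% relative to the plate's high and low controls in the primary single-dose screen; inactive = activation below 50%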;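 note: compound incubated with DTT at 0.8 mM final as the reducing agent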
FLuc act counter = firefly luciferase counter-screen for stimulation assays; ATPlite luciferase biochemical, luminescence, 10 min; 0 = ATP-free wells, 1 = DMSO control; activation factor at 10 µM; 200,000 tested, under 10 active; AID 1027;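 active = luciferase activation factor, scaled between plate controls, of at least 2 with compound at 10 µM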
Target sequence (P08659 whole entry, looked up): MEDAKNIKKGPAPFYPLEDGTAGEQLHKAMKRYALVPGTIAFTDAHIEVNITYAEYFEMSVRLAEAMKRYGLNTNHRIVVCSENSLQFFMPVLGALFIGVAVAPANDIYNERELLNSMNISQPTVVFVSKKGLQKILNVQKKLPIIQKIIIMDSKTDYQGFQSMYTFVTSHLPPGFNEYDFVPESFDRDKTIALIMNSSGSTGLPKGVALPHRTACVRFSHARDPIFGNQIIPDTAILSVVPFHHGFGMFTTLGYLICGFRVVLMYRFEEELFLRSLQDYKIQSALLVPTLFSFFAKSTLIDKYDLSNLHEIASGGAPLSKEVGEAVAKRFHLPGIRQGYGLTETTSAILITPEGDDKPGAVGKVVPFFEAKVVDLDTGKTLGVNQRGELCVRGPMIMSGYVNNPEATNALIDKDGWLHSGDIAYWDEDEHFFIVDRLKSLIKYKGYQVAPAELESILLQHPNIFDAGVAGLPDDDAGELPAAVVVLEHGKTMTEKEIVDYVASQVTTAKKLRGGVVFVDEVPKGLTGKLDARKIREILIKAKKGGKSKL
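Material: luciferase plus luciferin reagent, cell-free. Medium: PBS buffer for ATP. Also added: ATP substrate, dispensed from a 10.24 µM working solution in PBS. Doses: test compounds dosed from 2 mM stocks in 100% DMSO. Incubation: 10 min post-reagent at room temperature. Technique: light output (luminescence). Read-out basis: luminescence gain marking luciferase activators.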
Hsp70 act = transcriptional activators of Hsp70; hit rate 0.04% among 200,000; HeLa Hsp70 promoter luciferase reporter, luminescence; scaled: vehicle 0, proteasome-inhibitor control 100%; activation, % at 10 µM;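 active = activation above the mean across all tested compounds plus 3 SD, cutoff set per campaign, cut at about 5.5% in these data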;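 note: 100% = MG132 at 30 µM as the positive control and 0% = DMSO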
APP transl inh = APP translation inhibition | inhibition, % at 2 µM | SH-SY5Y APP 5'UTR-luciferase reporter, luminescence | hit rate 0.82% among 190,000 | AID 1285;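 active = inhibition above a set limit, derived from the sample mean plus 3 SD, cut at about 45% in these data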; note: values of inactives mirror those of a sister screen read the other way
NF-kB expr up = raises NF-kB expression in human neuronal cells | hit rate 1.6% among 190,000 | NF-kB reporter expression; active compounds read high | AID 1239 | fold change at 12.5 µM; in the data active = fold change above about 3.3
APP 5'UTR act = activates APP 5'UTR luciferase reporter. SH-SY5Y APP 5'UTR luciferase reporter, luminescence; zero percent = DMSO vehicle wells. activation, % at 2 µM. hit rate 1% among 190,000;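 active = activation above a set limit, based on mean plus 3 SD of controls, cut at about 140% in these data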; note: values of inactives mirror those of a sister screen read the other way
FLuc inh counter = inhibits firefly luciferase, flagging false hits in luciferase inhibition screens | P08659 | AID 1006 | ATPLite firefly luciferase biochemical luminescence, 10 min | hit rate 1.5% among 200,000 | inhibition, % at 10 µM;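 active = inhibition above about 50% when tested at 10 µM, limit read from the data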
An asterisk follows results filed as active.

SMILES	HMGR II inh	G6PDH CS	STAT1 activator	Redox H2O2 prof	FLuc act counter	Hsp70 act	APP transl inh	NF-kB expr up	APP 5'UTR act	FLuc inh counter
CC1CN(C(=O)COC(=O)c2ccc(N)c([N+](=O)[O-])c2)CC(C)O1 (stereo unspecified)	-7	9	98	-0.1	1	0.6	0	1.1	0	-2
CC1=NN(C(N)=S)C(=O)C1N=Nc1ccc(O)cc1 (stereo unspecified)	-3	15	95	-1.6	0.9	-0.2	9	2.1	-9	8
COc1ccc(CC2(CO)CCN(Cc3ccc(NC(C)=O)cc3)CC2)cc1	-4	11	107	0.9	1	0.2	-30	0.83	30	-4
O=C(CSc1nnc(-c2ccc(O)cc2)n1Cc1ccco1)N1CCc2ccccc2C1	-8	-1	102	1.8	1.1	-0.2	-6	0.81	6	-6
NS(=O)(=O)c1cccc(NC(=O)CN2CCN(Cc3ccc4c(c3)OCO4)CC2)c1	-5	7	104	0.4	1.1	-0.3	2	1.3	-2	-6
O=C(/C=C/c1ccccc1[N+](=O)[O-])Nc1ccccc1	-8	-2	128	10	0.5	-0.2	-172	8.3*	172*	50*
Cc1cccc(NC(=O)CSc2nnc(NC(=O)CN3CCOCC3)s2)c1	0	-1	104	-0.3	1.1	-0.1	6	0.86	-6	-6
COc1ccc(-n2c(SCc3cccnc3)nc3c(c2=O)SCC3)cc1OC	-1	4	58	-1.1	1	0.2	-7	0.77	7	2
CCOc1ccc(OCC)c(NC(=O)Cn2c(C)nc3ccccc3c2=O)c1	1	12	95	-0.5	1	-0.5	-2	1.2	3	-1
COc1ccc(Cl)cc1NC(=O)CC(C)c1ccccc1 (stereo unspecified)	1	-1	95	0.1	1	-0.6	1	1.1	-1	-3
COc1cc(C(=O)NNC(=O)c2ccc(S(=O)(=O)N3CCCCC3)cc2)cc(OC)c1OC	-4	-11	93	0.2	1	-0.2	-7	1.2	7	-3
Cn1c(=O)[nH]c(=O)c2c1nc(N1CCCCC1)n2CCCSc1nc2ccccc2s1	-3	3	103	4.6	1	-0.2	-71	1.2	71	-4
O=C(NC1CCCC1)C1=COCCO1	-3	1	104	0.2	1	-0.5	8	1.1	-8	-3
Cn1c(CN2CCCC2)nc2cc(NS(=O)(=O)c3ccc(Cl)cc3)ccc21	1	4	105	-17	1.1	0.5	29	1.1	-29	-9
O=C(Oc1ccc(C(=S)N2CCCCC2)cc1)c1ccccc1	-1	13	97	-0.8	1	-0.2	16	1.7	-16	1
C(=NC12CN3CN(CN(C3)C1)C2)c1ccc2c(c1)OCO2	-6	2	98	0.0	1.1	-0.1	3	1.1	-3	-10
COc1ccc(CCNC(=O)CSCc2n[nH]c(=O)[nH]2)cc1OC	2	3	107	2.7	1.1	-0.3	14	1.3	-14	-10
Cc1cc(C)cc(OCc2ccc(C(=O)N3N=C(C(F)F)CC3(O)C(F)F)o2)c1 (stereo unspecified)	-4	-19	104	-0.1	1.1	-0.5	5	0.79	-5	-9
CCOC(=O)N1CCN(C(=O)c2cnn3c(C(F)(F)F)cc(-c4cccs4)nc23)CC1	-7	13	82	0.2	1	-0.3	-12	1.1	12	-4
Cc1cccc(NC(=O)c2ccccc2NC(=O)CCC(=O)O)c1	-3	0	97	-0.9	1	-0.2	-15	1.1	15	-3
O=C(N/N=C/C(Br)=C\c1ccccc1)c1n[nH]c2c1CCC2	2	6	129*	0.0	0.6	1.9	96*	8.3*	-96	42
CCOc1ccc(N2C(=O)CC(N3CCOCC3)C2=O)cc1 (stereo unspecified)	-2	8	102	0.5	1	-0.1	9	1	-9	-4
CCSc1nc(O)cc(=O)n1CC	-4	2	100	-1.1	1	-0.4	-3	0.9	3	-2
O=C(O)C1CC=CCC1C(=O)N1CCCC1 (stereo unspecified)	1	0	99	0.2	1.1	-0.2	12	0.88	-12	-7

An excerpt from above in order of their number in APP 5'UTR act, smallest number first:
Compound | APP 5'UTR act
Cn1c(CN2CCCC2)nc2cc(NS(=O)(=O)c3ccc(Cl)cc3)ccc21 | -29
COc1ccc(CCNC(=O)CSCc2n[nH]c(=O)[nH]2)cc1OC | -14
CCSc1nc(O)cc(=O)n1CC | 3
CCOC(=O)N1CCN(C(=O)c2cnn3c(C(F)(F)F)cc(-c4cccs4)nc23)CC1 | 12

Following part
SMILES	HMGR II inh	G6PDH CS	STAT1 activator	Redox H2O2 prof	FLuc act counter	Hsp70 act	APP transl inh	NF-kB expr up	APP 5'UTR act	FLuc inh counter
CNS(=O)(=O)c1cccc(C(=O)OCC(=O)Nc2ccccc2F)c1	-7	10	106	-1.0	1.1	-0.4	1	1	-1	-6
O=C(Nc1ccccc1)c1ccc(S(=O)(=O)N(CCO)CCO)cc1	-6	-8	93	3.1	1	0.1	-24	1.2	24	-1
COc1ccc(C2(C(=O)Nc3c(C)n(C)n(-c4ccccc4)c3=O)CCCC2)cc1OC	3	-3	100	2.0	1	-0.1	-1	1	1	-1
O=C(O)CCc1ccc(-c2ccc(F)cc2)n1NC(=O)c1ccco1	-3	-9	103	0.8	1	0.4	1	0.99	-1	-3
CC(Oc1ccccc1)C(=O)Nc1ccccc1F (stereo unspecified)	0	7	104	0.0	1	-0.3	-9	1.1	9	-4
CCOC(=O)Cn1c(=O)c2c(nc(Br)n2Cc2ccccc2Cl)n(C)c1=O	-2	-4	97	-0.6	1.1	0.4	7	1	-7	-6
COc1ccc(CSc2nc(C)cc(=O)[nH]2)cc1	-2	4	106	-0.3	1	-0.3	-7	1.2	7	-1
COC(=O)c1ccc(OC(=O)c2cccnc2)cc1	-2	-3	106	0.0	1	-0.1	-13	1.1	13	2
CCCCCc1ccc(C(=O)CCCC)c(=S)[nH]1	5	4	101	0.2	1.1	-0.5	-6	1.5	6	-5
NC1=NC2(CCCCCC2)n2c(nc3ccccc32)N1	0	4	105	1.8	1	0.1	1	0.97	-1	-4
Cc1ccc(C)c(N2CCN(S(=O)(=O)c3ccc4c(c3)OCCO4)CC2)c1	-7	-24	97	2.4	1.1	0.0	-11	0.83	11	-7
COc1ccc(C(=O)NC(=S)Nc2ccccc2[N+](=O)[O-])cc1OC	6	-1	97	-0.2	1.1	-0.3	-14	1.1	15	-6

Part of the list above in order of formula weight, rising:
SMILES	HMGR II inh	G6PDH CS	STAT1 activator	Redox H2O2 prof	FLuc act counter	Hsp70 act	APP transl inh	NF-kB expr up	APP 5'UTR act	FLuc inh counter
COC(=O)c1ccc(OC(=O)c2cccnc2)cc1	-2	-3	106	0.0	1	-0.1	-13	1.1	13	2
CCCCCc1ccc(C(=O)CCCC)c(=S)[nH]1	5	4	101	0.2	1.1	-0.5	-6	1.5	6	-5
COc1ccc(C2(C(=O)Nc3c(C)n(C)n(-c4ccccc4)c3=O)CCCC2)cc1OC	3	-3	100	2.0	1	-0.1	-1	1	1	-1

The list continues:
SMILES	HMGR II inh	G6PDH CS	STAT1 activator	Redox H2O2 prof	FLuc act counter	Hsp70 act	APP transl inh	NF-kB expr up	APP 5'UTR act	FLuc inh counter
COc1nc(-c2ccccc2)cc(-c2ccccc2)n1	-9	16	87	-4.5	1	-0.1	-6	1.2	6	-2
COc1ccccc1C(=O)n1nc(-c2ccccc2)nc1NCc1ccco1	-2	11	101	1.9	1	-0.4	-6	1.1	6	-2
COCCN(C(=O)CSc1nnc(-c2cccc(OC)c2)n1C)c1c(N)n(Cc2ccccc2)c(=O)[nH]c1=O	2	8	97	-0.7	1	-0.1	-3	0.94	3	-2
CCOC(=O)N1CCN(C(=O)/C=C/c2ccc3c(c2)OCO3)CC1	-5	3	95	-0.2	1	0.3	-3	1	3	2
C=CCOc1ccc(/C=N/NC(C)=O)cc1OCC	0	10	94	-0.7	1	-0.1	9	0.93	-9	-3
COc1nn(CC(=O)N2N=C(C)CC2(O)C(F)(F)F)cc1[N+](=O)[O-] (stereo unspecified)	-7	4	100	0.5	1	-0.1	-9	1.2	9	-4
Cn1cccc1CC(=O)N/N=C/c1cc([N+](=O)[O-])ccc1Cl	-8	8	95	-0.2	1.1	-0.1	4	0.88	-4	-9
COc1ccccc1NC(=O)Nc1ccnn1C1CCCCC1	1	2	84	-0.7	1	0.1	33	0.93	-33	-3
COc1ccc(NCc2cc3cc(OC)ccc3[nH]c2=O)cc1	-1	36	100	0.1	1.1	-0.3	2	0.68	-1	-6
O=C(CC1(O)C(=O)Nc2ccccc21)c1ccc(-n2cnnn2)cc1 (stereo unspecified)	-3	4	101	0.0	1	-0.2	-30	1.2	30	0
CC(=O)Nc1ccc(-c2cc(-c3ccccc3)nc(-c3ccccc3)n2)cc1	-9	-8	93	0.8	1	-0.3	9	1.7	-9	0
CSc1nc(O)c(C2OC(=O)c3ccccc32)c(=O)[nH]1 (stereo unspecified)	-4	11	96	1.0	1	-0.1	2	1.3	-2	0
CS(=O)(=O)N1CCCC(C(=O)N2CCOCC2)C1 (stereo unspecified)	2	-15	92	-0.2	1.1	-0.3	7	1.1	-7	-9
CC(=O)Nc1ccccc1N(CC(O)Cn1c2ccccc2c2ccccc21)S(=O)(=O)c1ccc(C)cc1 (stereo unspecified)	-8	-3	101	-0.1	1	-0.2	-12	1.1	12	-4
Cc1ccc2nc(C)c(C(=O)O)cc2c1	-2	16	105	-0.2	1	-0.3	-13	1.2	13	3
CC1(C)CC(NC(=O)c2sc3cc(Cl)ccc3c2Cl)CC(C)(C)N1	1	-2	105	-0.1	1	0.0	10	1.1	-10	-4
CCOC(=O)c1sc(=NC(=O)c2ccc(C)cc2)n(C)c1C	1	-3	139*	-0.4	0.8	-0.3	-75	3.7*	75	21
CC12CN3CC(C)(CN(C1)C3c1ccc([N+](=O)[O-])o1)C2=O (stereo unspecified)	1	6	102	-1.3	1	0.1	-13	1.3	13	0
Cc1nc2cc(F)ccc2n1C1CCN(C(=O)c2c(F)cccc2F)CC1	-3	8	88	0.1	1	-0.2	16	0.84	-16	-4
COc1ccc(S(=O)(=O)N2CCOCC2)cc1NC(=O)Cn1nnc2ccccc2c1=O	-12	7	94	0.0	1	0.4	6	1.1	-6	-1
O=C(NCCc1ccccc1)C(=O)N/N=C/c1ccc2c(c1)OCO2	-4	7	100	-6.1	1	-0.4	-7	1.3	7	-3
O=c1[nH]c2cc3c(cc2cc1CN(Cc1ccccc1)Cc1nnnn1Cc1ccco1)OCCO3	-2	7	108	0.2	1	-0.2	-10	1	10	-2
CC1CC(C)CN(c2ncnc3c2cnn3-c2ccc(Cl)cc2)C1 (stereo unspecified)	-1	1	118	1.0	0.8	-0.1	-233	0.87	233*	22
N#Cc1ccc(OCC(=O)N2CCN(S(=O)(=O)c3cccs3)CC2)cc1	-1	1	98	2.7	1.1	-0.3	-5	1.1	5	-10
COc1cc(/C=C/C(=O)OCC(=O)NC(=O)NC(C)C)cc(S(=O)(=O)N2CCc3ccccc32)c1OC	-3	2	45	-2.0	1.1	-0.1	-10	1	10	-13
Cc1ccc(-c2csc(NC(=S)NC(=O)c3cc4ccccc4o3)n2)cc1	-1	5	89	1.1	1	-0.1	-32	1.1	32	-3
CC(C)CC(COCc1ccc([N+](=O)[O-])cc1)N1CCN(C(=O)c2ccc(C(F)(F)F)cc2)CCC1=O (stereo unspecified)	2	10	98	-0.8	1	-0.1	11	0.67	-11	3
COc1ccc(NC(=O)C2(c3ccc(NC(=O)c4ccc(OC)cc4)cc3)CCCC2)cc1	0	11	97	1.0	1	-0.4	-12	0.98	13	-1
CCCCNS(=O)(=O)c1ccc2nc(SCC(=O)Nc3cccc(F)c3)[nH]c2c1	0	-1	103	0.0	1.1	0.1	25	0.87	-25	-6
COC(=O)[C@@H]1CCCN1Cc1nc(Cc2ccccc2F)no1	-5	-2	94	-0.4	1	-0.2	5	1.1	-5	2
